Screening results as filed in PubChem BioAssay.
OX1R antagonist: blocks the human orexin 1 receptor; O43613; CHO/OX1R cells, Fluo-8 calcium fluorescence, orexin A; inhibition, % at 5 µM; 0.43% of 330,000 active; AID 434989;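 active = inhibition above its plate's threshold, mean inhibition of all tested compounds on the plate plus 3 SD, cut at about 37% in these data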;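 note: 0% = orexin A challenge wells and 100% = SB-334867-A antagonist wells; not every result past the cut was called active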
Target sequence (O43613 whole entry, looked up): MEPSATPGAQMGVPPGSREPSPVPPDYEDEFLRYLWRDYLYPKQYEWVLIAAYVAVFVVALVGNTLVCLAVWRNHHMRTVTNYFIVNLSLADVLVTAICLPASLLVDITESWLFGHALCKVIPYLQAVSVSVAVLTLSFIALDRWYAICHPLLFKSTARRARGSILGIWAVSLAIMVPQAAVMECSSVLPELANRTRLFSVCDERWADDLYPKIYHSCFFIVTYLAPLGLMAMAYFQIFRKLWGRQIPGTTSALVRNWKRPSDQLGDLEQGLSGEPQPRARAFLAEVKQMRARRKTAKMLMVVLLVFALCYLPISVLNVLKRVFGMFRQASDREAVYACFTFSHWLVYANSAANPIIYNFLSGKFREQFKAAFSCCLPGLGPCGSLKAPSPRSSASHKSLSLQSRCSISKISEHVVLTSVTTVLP
CHT allo act: allosteric activators of human choline transporter CHT; Q9GZV3; CHT-expressing cells, membrane potential dye, choline EC20; active compounds read high; LV-AA mutant CHT in HEK293 cells; B-score at 10 µM; 0.49% of 310,000 active; AID 488977;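 active = initial fluorescence not abnormally high and integrated response B-score, plate-corrected, over 3 SD above library mean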
Target sequence (Q9GZV3 whole entry, looked up): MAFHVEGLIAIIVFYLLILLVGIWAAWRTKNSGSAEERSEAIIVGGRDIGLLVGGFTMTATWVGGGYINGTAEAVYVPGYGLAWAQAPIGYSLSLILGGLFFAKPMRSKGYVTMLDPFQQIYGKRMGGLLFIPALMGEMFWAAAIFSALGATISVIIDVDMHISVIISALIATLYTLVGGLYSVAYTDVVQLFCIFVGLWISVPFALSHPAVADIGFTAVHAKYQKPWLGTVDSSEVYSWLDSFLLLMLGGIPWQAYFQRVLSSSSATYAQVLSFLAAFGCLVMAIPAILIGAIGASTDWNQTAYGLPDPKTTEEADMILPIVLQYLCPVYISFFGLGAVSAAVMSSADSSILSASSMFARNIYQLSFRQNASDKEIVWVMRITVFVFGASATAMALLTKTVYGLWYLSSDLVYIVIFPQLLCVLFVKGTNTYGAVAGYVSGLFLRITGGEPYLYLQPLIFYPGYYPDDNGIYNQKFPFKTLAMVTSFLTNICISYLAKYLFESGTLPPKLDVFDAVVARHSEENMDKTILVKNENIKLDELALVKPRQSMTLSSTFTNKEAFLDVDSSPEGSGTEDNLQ
* hit, by the source's call; i = inactive; / = no result given.

Sequence of screens – CHT allo act	OX1R antagonist
[1] CC(=O)O[C@H]1[C@@H](O)[C@H](O)[C@H](Oc2c(O)c(C)c3c4c2[C@@H](C)CC[C@@H]4[C@@H](C)C[C@H]3C=C(C)C)O[C@H]1C
  /	-26.1
[2] CN(CC(=O)Nc1ccc(F)cc1)CC(=O)N1CCCCC1
  /	-12.3
[3] COc1ccccc1CNC(=O)c1ccc2nc(N3CCOCC3)sc2c1
  i	-12.7
[4] Cc1nc(C)c(C(=O)NCc2ccc(Cl)cc2)o1
  i	-24.2
[5] CCOC(=O)CCCCCC(=O)Nc1ccc2c(c1)C(=O)N([C@H](C)CO)C[C@@H](C)[C@H](CN(C)S(=O)(=O)c1cn(C)cn1)O2
  /	-4.4
[6] CCc1ccc(C2CC(c3ccco3)=NN2S(C)(=O)=O)cc1 (configuration not stated)
  i	-31.9
[7] O=C(Nc1ccc(N2CCN(c3ncccc3C(F)(F)F)CC2)nc1)c1cccs1
  i	8.3
[8] CC(=O)N1c2ccc(S(=O)(=O)N3CCC(C(=O)Nc4ccc(C)cn4)CC3)cc2CC1C (configuration not stated)
  i	-27.3
[9] COc1cc(CNc2ccccc2Oc2cc(=O)n(C)c(=O)n2C)cc(OC)c1OC
  i	-17.0
[10] O=C(Nc1nnc(S(=O)(=O)N2CCCCCC2)s1)c1ccc(Cl)cc1
  i	-7.9
[11] CSc1ccccc1C(=O)C1CCCN(C(=O)c2cncs2)C1 (configuration not stated)
  i	-19.2
[12] CCOc1cc(CNCc2ccccc2)ccc1OCC(=O)NC1CCCCC1
  i	/
[13] CCOC(=O)c1nnn(CC(=O)Nc2cccc(OC)c2)c1C(=O)OCC
  i	-25.3
[14] O=C(Nc1c(-c2cccs2)nc2ccccn12)c1ccc2ccccc2c1
  i	-12.6
[15] Cc1ccc(-c2nnc(CN3CCN(C)CC3)o2)cc1
  i	-16.5
[16] O=C(Nc1nnc(C(F)(F)F)s1)C1COc2ccccc2O1 (configuration not stated)
  i	5.2
[17] O=C(CN1CCCC1c1cccs1)Nc1cc(S(=O)(=O)N2CCCC2)ccc1Cl (configuration not stated)
  /	-23.0
[18] Cc1[nH]nc(C(F)(F)F)c1CCC(=O)NC1CCCCCC1
  /	2.3
[19] Cc1c(C(=O)Nc2cccnc2)oc2ccc(Br)cc12
  i	-31.7
[20] CC1CCC(NC(=O)c2ccc(NS(=O)(=O)c3ccc4[nH]c(=O)[nH]c4c3)cc2)CC1 (configuration not stated)
  i	-0.1
[21] CC1Cc2nc(SCC(=O)N3CCOCC3)n(-c3ccccc3)c(=O)c2S1 (configuration not stated)
  i	-1.4
[22] CC(=O)Cc1nsc(NC(=O)c2ccccc2Cl)n1
  i	-9.9
[23] CNC(=O)Nc1ccccc1NC(=O)NC
  i	-15.4
[24] COCCCNC(=S)Nc1ccc2nc(N3CCOCC3)cc(C)c2c1
  i	-14.6
[25] Cc1c(NC(=O)c2cccc(NC(=O)Cc3ccc(F)cc3)c2)c(=O)n(-c2ccccc2)n1C
  /	-5.6
[26] COc1ccccc1CNC(=O)C1CCN(S(=O)(=O)c2cccc3cccnc23)CC1
  i	-25.2
[27] CCN(CC)C(=O)Cn1cc(C(=O)C(=O)N2CCN(c3ccc(OC)cc3)CC2)c2ccccc21
  i	-15.9
[28] Cc1cccc(NC(=O)CCC2CCN(Cc3nccs3)CC2)c1
  i	-10.1
[29] O=C(NCc1ccccc1)C1=C[C@@H](c2ccc(C(F)(F)F)cc2)C[C@@H](OCc2ccc(CO)cc2)O1
  i	-29.1
[30] O=C(O)COc1ccccc1/C=N/NC(=O)c1cc(-c2ccccc2)nc2ccccc12
  i	-13.1
[31] O=C(c1cnn(C(=O)c2ccco2)c1)c1cc(F)ccc1O
  /	9.2
[32] O=C(CNC(=O)c1ccccc1)OCc1nnc(-c2ccccc2)o1
  i	-26.8
[33] CCOc1ccc(C(=O)COC(=O)c2nn(CC)c(=O)c3ccccc23)cc1
  /	-26.4
[34] Cc1ccc(S(=O)(=O)N2CCN(c3ccnc4cc(Cl)ccc34)CC2)cc1
  i	53.3*
[35] CCOCCOc1nc(C)cc(C)c1S(=O)(=O)c1ccccc1C
  i	-26.1
[36] Cc1cccc(NC2(C(F)(F)F)N=C(c3ccccc3)NC2=O)n1 (configuration not stated)
  i	16.4
[37] Cc1ccc(C(=O)c2coc3ccc(O)c(Cl)c23)cc1
  i	-13.1
[38] O=C(COc1ccccc1F)NNC(=O)c1ccc(F)c(S(=O)(=O)N2CCOCC2)c1
  /	-10.9
[39] CCc1ccc(-c2csc(NC(=O)Oc3ccccc3)n2)cc1
  i	0.4
[40] Cc1noc(C)c1S(=O)(=O)Nc1ccc2c(c1)C(=O)N([C@H](C)CO)C[C@H](C)[C@@H](CN(C)C(=O)Nc1ccccc1)O2
  /	4.0
[41] COc1ccc(C2CC(=O)c3cnc(NC(=O)c4ccccc4)nc3C2)cc1OC (configuration not stated)
  i	-11.9
[42] COc1ccc(NC(=O)C2CCCN(S(=O)(=O)c3cccc4nonc34)C2)cc1OC (configuration not stated)
  i	-21.6
[43] Cc1ccc(NS(=O)(=O)c2cc(NC(=O)c3ccc4c(c3)NC(=O)CS4)ccc2C)c(C)c1
  i	-8.8
[44] CN(C(=O)CSc1nnnn1C)C1(C#N)CCCCC1
  /	-0.8
[45] CCOc1ccc(/C=C/C(=O)N(C)CC(=O)Nc2cccc(F)c2)cc1OCC
  i	-24.1
[46] COc1ccc(-c2cc(-c3ccc(C)cc3)n[nH]2)c(O)c1
  i	-38.8
[47] CCOC(=O)c1oc2ccccc2c1N
  i	1.9
[48] CC(=O)c1c(C)[nH]c(C(=O)/C(C#N)=C/c2cccc(C)c2)c1C
  i	-30.8
[49] O=C(CSCc1c(Cl)cccc1Cl)Nc1nccs1
  i	-11.2
[50] CCCCCCN1C=CC=C/C1=C/C=C(C#N)C#N
  i	14.5
[51] CSc1nc(N(C)CCO)c2sc3nc(-c4ccco4)c4c(c3c2n1)CCC4
  i	-13.8
[52] CC1CCC2C(=O)N(c3ccccc3OC(=O)c3ccccc3)C(=O)C2C1 (configuration not stated)
  i	-0.8
[53] Cc1nc(Nc2ccc3c(c2)OCO3)c2oc3ccccc3c2n1
  i	-39.2
[54] COc1cccc(-c2sc3ccc(OC)cc3c2-c2ccc(C(N)=O)cc2)c1
  /	-12.0
[55] O=c1[nH]c(C2CCN(S(=O)(=O)c3ccc4c(c3)OCCO4)CC2)nc2c1nnn2Cc1c(F)cccc1Cl
  i	-37.7
[56] CC(=O)c1c(C)[nH]c(C(=O)COC(=O)c2ccc(C)s2)c1C
  /	1.9
[57] O=C(COC(=O)CN1C(=O)C2CC=CCC2C1=O)Nc1cc(C(F)(F)F)ccc1N1CCOCC1 (configuration not stated)
  i	-8.4
[58] COCCN(Cc1ccccc1)C(=O)c1ccc(C(=O)c2ccccc2)cc1
  /	-15.5
[59] Cc1cc(C)cc(OCC(=O)N/N=C/c2ccccn2)c1
  i	-11.6
[60] CN(C)c1ccc(NC(=O)Oc2ccccc2)cc1
  i	-6.1

More structures follow:
Sequence of screens – CHT allo act	OX1R antagonist
[61] Cc1ccc(C2=CC(=O)C[C@H](c3ccc(F)cc3)C2)cc1
  /	-13.6
[62] CCCCCCCCc1nnc(N)s1
  i	-9.4
[63] CCOc1cc(NS(C)(=O)=O)c(OCC)cc1NC(=O)c1cccs1
  i	-31.4
[64] CCCn1nnnc1SCC(=O)NC1CCCC1
  i	8.2
[65] O=C(Nc1ccccc1C(F)(F)F)c1ccc2nccnc2c1
  i	-14.8
[66] Cc1cccc(C)c1OCC(=O)Nc1cccc(NC(=O)c2ccco2)c1
  i	-16.1
[67] O=C(c1ccc(N2CCCCC2)c([N+](=O)[O-])c1)N1CCOCC1
  i	11.8
[68] COC(=O)c1cc(=O)nc2sc(-c3ccc(F)cc3)nn12
  i	-7.7
[69] C[C@@H](C(=O)NCc1ccccc1)[C@H]1C[C@]1(C)[C@H](NC(=O)OCc1ccccc1)c1ccccc1
  i	-26.8
[70] CC(=O)c1ccc(Nc2c3c(nc4ccccc24)CCCC3)cc1
  i	-29.6
[71] COc1ccc(-c2cn3cccnc3n2)cc1NC(=O)C(C)C
  i	0.2
[72] COc1ccc(-c2noc(N3CCC(C(=O)NCc4ccc(F)cc4)CC3)n2)cc1
  i	-4.9
[73] CC(OC(=O)CNC(=O)COc1ccccc1)C(=O)N(C)Cc1ccccc1 (configuration not stated)
  i	3.9
[74] CN(C)C=NC(=O)c1cc(C(=O)c2ccc(C(C)(C)C)cc2)c[nH]1
  i	-6.5
[75] Cc1ccc(S(=O)(=O)N2CCC(C(=O)N[C@@H](Cc3ccccc3)C(=O)O)CC2)cc1
  i	5.7
[76] CC1(C)Cc2c(sc3nc(=S)[nH]c(N)c23)CO1
  i	-16.5
[77] COc1cc(OC)cc(C(=O)Nn2cnnc2)c1
  i	-10.9
[78] COc1ccc(C2(CCN=Cc3ccc(N(C)C)cc3)CCOC(C)(C)C2)cc1 (configuration not stated)
  i	-19.4
[79] O=C(O)c1cccc2c(/C=N/Nc3ccccn3)c[nH]c12
  i	3.5
[80] CCC(C)n1c(SCC(=O)NC2CCS(=O)(=O)C2)nc2ccccc2c1=O (configuration not stated)
  i	-15.4

A different layout for two compounds above:
[60] CN(C)c1ccc(NC(=O)Oc2ccccc2)cc1
[61] Cc1ccc(C2=CC(=O)C[C@H](c3ccc(F)cc3)C2)cc1

| Screen / compound no. | 60 | 61 |
| --- | --- | --- |
| CHT allo act | i | / |
| OX1R antagonist | -6.1 | -13.6 |

(list continues)
Sequence of screens – CHT allo act	OX1R antagonist
[81] Cc1ccccc1NC(=O)CCC(=O)N/N=C/c1c[nH]c2ccccc12
  i	-12.8
[82] NS(=O)(=O)c1ccc(NC(=O)c2cc(=O)c3ccccc3o2)cc1
  i	-2.1
[83] N/C(=N\NS(=O)(=O)c1ccccc1C(F)(F)F)c1ccccn1
  i	-2.1
[84] Cc1nn(CC(=O)NCCCN2CCN(C)CC2)c(=O)c2cc(-c3ccccc3)nn12
  i	-1.1
[85] CCn1c(COc2ccccc2)nnc1SCC(=O)Nc1cc(OC)ccc1OC
  i	-17.1
[86] O=C(COC(=O)C1CCN(S(=O)(=O)c2ccccc2)CC1)NC(=O)c1ccc(OC(F)F)cc1
  i	-1.2
[87] COc1ccc(NC(C)=O)cc1S(=O)(=O)Nc1ccc(C(=O)N2CCCC2)cc1
  i	-2.8
[88] CC1Cc2ccccc2N1c1nc(C2CC2)nc2c1nnn2Cc1ccccc1 (configuration not stated)
  i	-20.2
[89] CCOC(=O)c1nn(-c2ccc(C)cc2)c(=O)c2c(N)scc12
  i	-16.6
[90] Cc1ccc(OCCCCN(C)Cc2ccccc2)c(Br)c1
  i	-18.7
[91] COc1ccccc1NC(=O)NNC(=O)C(C)Oc1ccc2ccccc2c1 (configuration not stated)
  i	/
[92] CC(C)N(Cc1cn(C)nc1-c1cccc(Cl)c1)Cc1nccn1C
  i	-10.2
[93] COc1ccc(C)cc1S(=O)(=O)NC1CCCC1
  i	3.8
[94] CS(=O)(=O)NCCNc1cc(Cl)ccc1[N+](=O)[O-]
  i	-32.5
[95] COC(=O)C1CN(C(=O)C(C)Oc2cc(C)ccc2C(C)C)c2ccccc2O1 (configuration not stated)
  i	3.0
[96] Cc1cc(C(=O)COC(=O)CNC(=O)c2ccc(Cl)c(Cl)c2)c(C)n1Cc1ccco1
  i	-32.7
[97] COc1ccccc1NC(=O)C(=O)NNC(=O)c1ccco1
  i	-9.5
[98] O=C(Nc1ccc(C(=O)N2CCOCC2)cc1)Nc1ccc(Cl)cc1Cl
  i	-2.8
[99] CC(=O)Nc1ccc(S(=O)(=O)NCCC(=O)N2CCN(C(c3ccccc3)c3ccccc3)CC2)cc1
  i	-25.8
[100] O=C(Cn1cc(C(F)(F)F)ccc1=O)Nc1ccc(N2CCOCC2)cc1
  i	-14.6

Arranged by the number under OX1R antagonist (ascending): 4 from the list above.
nr | SMILES | OX1R antagonist
100 | O=C(Cn1cc(C(F)(F)F)ccc1=O)Nc1ccc(N2CCOCC2)cc1 | -14.6
87 | COc1ccc(NC(C)=O)cc1S(=O)(=O)Nc1ccc(C(=O)N2CCCC2)cc1 | -2.8
82 | NS(=O)(=O)c1ccc(NC(=O)c2cc(=O)c3ccccc3o2)cc1 | -2.1
86 | O=C(COC(=O)C1CCN(S(=O)(=O)c2ccccc2)CC1)NC(=O)c1ccc(OC(F)F)cc1 | -1.2

More results
Sequence of screens – CHT allo act	OX1R antagonist
[101] CN(Cc1ccccc1)C(=O)c1[nH]cnc1C(=O)Nc1ccon1
  /	-17.7
[102] CCCCCCSC1=C(C#N)C(c2ccc(O)cc2)CC(=O)N1 (configuration not stated)
  i	-9.3
[103] Cc1cccc(N2C(=O)CC(NNc3nc4ccccc4s3)C2=O)c1 (configuration not stated)
  i	-10.2
[104] C/C(=N\NC(=O)c1ccc(O)cc1)c1cccc(NC(=O)c2ccc(Cl)cc2)c1
  i	-9.8
[105] Fc1ccccc1CNCCC(Cc1ccccc1)c1ccc2c(c1)OCO2 (configuration not stated)
  i	0.0
[106] COc1ccccc1CN(CC(=O)NCc1ccc2c(c1)OCO2)C(=O)c1ccc2c(c1)OCCO2
  i	-10.1
[107] O=C(C1CC1)N(Cc1nc2ccccc2c(=O)[nH]1)Cc1cccs1
  i	-27.7
[108] Cc1nc(N)nc(Cl)c1Cc1ccc(Cl)cc1
  i	-14.2
[109] Cc1ccc(CN2CCN(Cc3cccc(C)n3)CC2CCO)cc1 (configuration not stated)
  i	-20.4
[110] COc1cccc(CC(NC(C)=O)C(=O)NC2CCN(c3c(Cc4ccccc4)c(C)nc4ncnn34)CC2)c1OC (configuration not stated)
  i	-18.1
[111] Cn1cccc1C(=O)OCc1csc(-c2ccccc2)n1
  i	-19.9
[112] C#CCOCCOCCOCCNc1nc(N2CCN(C(=O)[C@H]([C@@H](C)CC)n3cc([C@@H](N)CC(C)C)nn3)CC2)nc(N2CCN(C(=O)[C@H](CCCCN)n3cc([C@@H](N)CC(C)C)nn3)CC2)n1
  i	-0.8
[113] CC(=O)C1=C(C)Nc2ncnn2C1c1ccc(Cl)cc1Cl (configuration not stated)
  i	-5.4
[114] COc1ccc(S(=O)(=O)N(CC(=O)N2CCN(c3ccccc3OC)CC2)c2ccccc2)cc1
  i	-15.0
[115] CCCc1cc(C(=O)Nc2ccc(C)cc2)no1
  i	-7.0
